# KCNQ1 act: potentiators or activators of human KCNQ1 potassium channel; P51787; AID 2648; CHO-K1 KCNQ1, thallium flux FluxOR fluorescence; active compounds read high; 310,000 tested, 0.35% active; B-score at 10 µM;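 active means fluorescence ratio B-score, a plate-corrected score, at least three library SD, with initial intensity B-score within 5 SD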
#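 assay system = CHO-K1 cells stably expressing KCNQ1 | medium = assay buffer, equal DMSO in all wells | timing = 37 °C overnight plating, 90-min dark dye load, 20-min compound pretreatment | measured by = kinetic FluxOR thallium fluorescence, 10-s 1-Hz baseline, 110-s post-stimulus read | measure = fluorescence change relative to baseline, converted to B score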
# KCNQ1 block: blocks the human KCNQ1 potassium channel. P51787. CHO-K1 KCNQ1, FluxOR thallium flux fluorescence; active compounds read high. B-score at 10 µM. 310,000 tested, 1.3% active;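 active means compounds whose thallium flux B-score, printed positive for inhibition, exceeds three library SD while starting fluorescence stays within three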;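 further: channel opened by potassium depolarization with thallium stimulus after 20 min compound exposure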
# KCNK9 inh: human KCNK9 channel inhibition; Q9NPC2; HEK293 KCNK9, FluxOR thallium flux fluorescence; active compounds read low; B-score at 10 µM; 310,000 tested, 1.2% active; AID 488922;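 active means ratio B-score over 3 SD below the library mean, with starting fluorescence within 5 SD of its mean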;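 further: negative B-score means less thallium flux so channel inhibition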
# KCNK3 inh: human KCNK3 channel inhibition, primary screen; O14649; CHO-KCNK3 thallium flux, FluxOR fluorescence; active compounds read low; B-score at 10 µM; 340,000 tested, 0.84% active; AID 602410;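 active means B-score under library mean minus 4 SD, starting fluorescence ratio at most library mean plus 5 SD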;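 further: more negative B-score means stronger inhibition of thallium flux through KCNK3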
# TMEM16A inh: blocks the mouse calcium-activated chloride channel TMEM16A; 310,000 tested, 1.2% active; Q8BHY3; HEK293 TMEM16A/YFP iodide influx fluorescence, ionomycin; normalized B-score (activity score, 25-100; higher = stronger inhibition) at 10 µM;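 active means ratio plate-corrected score three or more library SD toward inhibition, starting fluorescence score within five deviations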;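 further: score derived from kinetic fluorescence span divided by baseline fluorescence per well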
# RGS4 block: human RGS4 inhibition. P49798. HEK293 M3R/RGS4 inducible, Fluo-4 calcium flux; active compounds read high; triggered by carbachol at its EC20. B-score at 10 µM. 310,000 tested, 0.45% active;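 active means B-score, a plate-corrected calcium signal, over three deviations above library mean, with baseline fluorescence within five deviations of library mean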;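 further: RGS4 expression induced by doxycycline in cells with stable M3 receptor; B-score is computed from the integrated fluorescence ratio over baseline after carbachol; higher B-score means a larger calcium signal and so more RGS4 inhibition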
# hERG protect: shields human hERG channel from block by proarrhythmic agents; Q12809; CHO-hERG, FluxOR thallium flux, dofetilide IC70 present; activation (rescue from dofetilide block), less the hit threshold, % at 10 µM; 310,000 tested, 0.51% active; AID 1511;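 active means activation above the mean of controls blocked by dofetilide plus 5 SD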;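 further: thallium influx through hERG after potassium depolarization seen as dye fluorescence rise; in these data hits start at about 4.7%; inactives centre near -7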
# Target sequence (Q12809 whole entry, looked up): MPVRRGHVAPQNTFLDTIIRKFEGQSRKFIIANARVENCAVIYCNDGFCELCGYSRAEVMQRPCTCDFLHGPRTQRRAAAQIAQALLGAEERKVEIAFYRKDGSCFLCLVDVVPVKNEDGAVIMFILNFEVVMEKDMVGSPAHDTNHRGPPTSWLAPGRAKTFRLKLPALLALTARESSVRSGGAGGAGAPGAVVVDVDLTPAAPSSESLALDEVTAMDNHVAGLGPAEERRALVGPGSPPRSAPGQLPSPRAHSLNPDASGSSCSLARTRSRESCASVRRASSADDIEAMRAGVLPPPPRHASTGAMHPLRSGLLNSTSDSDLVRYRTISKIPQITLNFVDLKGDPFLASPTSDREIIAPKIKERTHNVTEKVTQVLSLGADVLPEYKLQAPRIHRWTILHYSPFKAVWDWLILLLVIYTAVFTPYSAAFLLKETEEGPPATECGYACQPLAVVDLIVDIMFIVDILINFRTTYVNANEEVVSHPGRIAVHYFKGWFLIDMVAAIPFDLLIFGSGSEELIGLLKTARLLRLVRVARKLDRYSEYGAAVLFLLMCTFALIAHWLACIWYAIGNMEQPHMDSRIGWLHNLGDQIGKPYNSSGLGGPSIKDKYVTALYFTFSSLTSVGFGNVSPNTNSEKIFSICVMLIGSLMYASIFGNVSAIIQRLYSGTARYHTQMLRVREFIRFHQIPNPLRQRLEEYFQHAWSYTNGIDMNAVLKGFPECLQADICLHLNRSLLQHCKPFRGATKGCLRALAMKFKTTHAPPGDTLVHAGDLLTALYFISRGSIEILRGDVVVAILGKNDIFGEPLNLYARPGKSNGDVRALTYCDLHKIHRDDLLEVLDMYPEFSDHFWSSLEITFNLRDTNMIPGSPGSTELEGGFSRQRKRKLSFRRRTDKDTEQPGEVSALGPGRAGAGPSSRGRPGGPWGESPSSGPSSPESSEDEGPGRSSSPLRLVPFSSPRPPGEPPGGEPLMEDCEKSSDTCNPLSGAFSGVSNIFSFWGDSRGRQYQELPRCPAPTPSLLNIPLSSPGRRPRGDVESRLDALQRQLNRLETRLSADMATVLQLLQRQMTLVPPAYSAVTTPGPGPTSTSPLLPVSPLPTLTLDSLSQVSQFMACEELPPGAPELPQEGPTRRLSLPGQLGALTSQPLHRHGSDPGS
# MrgX1 agonist: activates human MrgX1 receptor signaling; Q96LB2; MrgX1-HEK293 cells, Fluo-4 calcium fluorescence, agonist mode; active compounds read high; B-score at 10 µM; 310,000 tested, 0.44% active; AID 588627;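 active means calcium response B-score plate-corrected fluorescence ratio at least 3 library SD, with starting fluorescence B-score inside 5 SD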
#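 Material – MrgX1-expressing HEK293 cells · Input – 15,000 cells seeded per well · Dosing – compound as first of three additions · Times – overnight seeding, then 1 h dark dye loading · Measured by – kinetic Fluo-4 NW fluorescence of intracellular calcium · Read-out – B-scored fluorescence response ratio · Benchmarks – positive and negative control wells on each plate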
# RGS4 act: RGS4 potentiation or activation; HEK293 M3R/inducible RGS4, carbachol calcium flux Fluo4; active compounds read low; B-score at 10 µM; 310,000 tested, 0.92% active;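 active means B-score of the integrated calcium signal more than 4 SD below the library mean, with starting fluorescence not abnormally high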;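 further: negative B-score means reduced calcium response which marks RGS4 activation or potentiation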
#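 Assay system: HEK293 FlpIn-TREx cells, stable M3R, doxycycline-inducible RGS4 / Probe or stimulus: carbachol, ECmax concentration / Times: overnight RGS4 induction, 30 min dye load 37 °C, 20 min compound RT / Signal: kinetic calcium fluorescence imaging with Fluo4-AM dye, 2 µM / Measure: Agonist-evoked peak-minus-minimum fluorescence over baseline, integrated ratio, B score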
# MrgX1 PAM: human MrgX1 positive allosteric modulation, primary screen; Q96LB2; MrgX1-HEK293, Fluo-4 calcium flux, FDSS; active compounds read high; B-score at 10 µM; 310,000 tested, 0.63% active; AID 588675;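 active means plate-corrected calcium response at least 3 library SD above typical, normal starting fluorescence, not activating the receptor alone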;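 further: compound read alongside a low EC10 to EC30 dose of BAM8-22 agonist; peak minus trough fluorescence over baseline measured at the second addition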
# TMEM16A act: activates or potentiates the mouse TMEM16A chloride channel. Q8BHY3. HEK293 TMEM16A/YFP-H148Q/I152L, iodide quench fluorescence; active compounds read low. B-score at 10 µM. 340,000 tested, 0.3% active;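 active means fluorescence-ratio B-score plate-corrected deviation score at least 3 library SD below zero, with starting fluorescence score within 5 deviations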;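 further: channel opened by trigger with iodide after compound preincubation; score built on the fluorescence ratio of max minus min over baseline; more negative score means more quench and so TMEM16A activation or potentiation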
# Active calls of the source: *; i = inactive; nt = no result given.
# Fields – KCNQ1 act	KCNQ1 block	KCNK9 inh	KCNK3 inh	TMEM16A inh	RGS4 block	hERG protect	MrgX1 agonist	RGS4 act	MrgX1 PAM	TMEM16A act
- CCN(CC)CCN1C(=O)c2ccccc2NC1c1ccccc1F (centres undefined)
  i	i	i	i	i	i	5.1*	i	i	i	i
- CC(=O)Nc1ccccc1NC(=O)c1cc(C)ccc1C
  i	i	i	i	i	i	-12.5	i	i	i	i
- CC(C)(C)CN1CCC(Oc2cccc(C(=O)N3CCC[C@H]3CO)c2)CC1
  i	i	i	i	i	i	-6.7	i	i	i	i
- CCCNC(=O)C(=O)c1cccn1-c1ccsc1C(=O)OC
  i	i	i	i	i	i	0.3	i	i	i	i
- O=C(CN1CCC(NC(=O)C2CCCCC2)CC1)Nc1cccc(F)c1
  i	i	i	i	nt	i	-9.4	nt	i	nt	i
- O=C(CSc1ccsc1[N+](=O)[O-])NCCc1ccccc1
  i	i	i	i	i	i	-9.6	i	i	i	i
- COC(=O)c1cc(Br)c(=O)n(-c2ccc(OC)cc2)c1
  i	i	i	i	i	i	-9.2	i	i	i	i
- O=C(NCc1ccc(Cl)cc1Cl)C1CCN(S(=O)(=O)c2ccc3c(c2)OCCCO3)CC1
  i	i	i	i	i	i	-14.2	i	i	i	i
- CCOC(=O)CN1C(=O)SC(CC(=O)Nc2nccs2)C1=O (centres undefined)
  i	i	i	i	i	i	-4.0	i	i	i	i
- Cc1nn(-c2cc(Cl)ccc2N)c(=O)c2ccccc12
  i	i	i	i	i	i	7.5*	i	i	i	i
- CCn1c(SCCN2CCCCC2)nnc1-c1ccc(S(=O)(=O)N2CCOCC2)cc1
  i	i	i	i	i	i	-4.2	i	i	i	i
- COc1ccc(CCN2CN(S(=O)(=O)c3ccccc3)c3nc4ccccc4nc32)cc1
  i	i	i	i	i	i	-11.6	i	i	i	i
- O=C(COc1ccc(Cl)cc1Cl)N/N=C/c1ccc[nH]1
  i	i	i	i	i	i	-5.1	i	i	i	i
- COc1ccc(CN(C)C(=O)C(Cc2ccccc2)NC(=O)c2ccccc2)c(OC)c1 (centres undefined)
  i	i	i	i	i	i	-17.3	i	i	i	i
- CS(=O)(=O)N(Cc1ccccc1)c1ccc(C(=O)Nc2ccc(C(N)=O)cc2)cc1
  i	i	i	i	i	i	45.5*	i	i	i	i
- COc1ccc(NC(=O)/C=C/c2ccco2)cn1
  i	i	i	i	i	i	-6.9	i	i	i	i
- O=C(NNC(=O)C1CC(c2cccs2)=NO1)Nc1ccccc1 (centres undefined)
  i	i	i	i	i	i	1.1	i	i	i	i
- Cc1cc(C)c2nc(NNC(=O)c3ccc(S(=O)(=O)N4CC(C)CC(C)C4)cc3)sc2c1 (centres undefined)
  i	i	i	i	i	i	-11.5	i	i	i	i
- CC(=O)c1cc(CN2CCC(n3nccc3NC(=O)c3ccccc3Cl)CC2)cs1
  i	i	i	i	i	i	-4.5	i	i	i	i
- COc1ccc(N(CC(=O)Nc2ccccc2F)S(=O)(=O)c2ccc(OC)c(OC)c2)cc1
  i	i	i	i	i	i	-7.4	i	i	i	i

# New compounds follow
# Fields – KCNQ1 act	KCNQ1 block	KCNK9 inh	KCNK3 inh	TMEM16A inh	RGS4 block	hERG protect	MrgX1 agonist	RGS4 act	MrgX1 PAM	TMEM16A act
- C=CCn1c(COc2ccccc2)nnc1SCC(=O)N/N=C/c1ccc(C)cc1
  i	i	i	i	i	i	-6.2	i	i	i	i
- CN(C)c1nc(Oc2ccc(C(=O)OCC(=O)Nc3ccccc3)cc2)nc(N(C)C)n1
  i	i	i	i	i	i	-10.3	i	i	i	i
- COc1ccc([N+](=O)[O-])cc1NC(=O)Cn1ccsc1=N
  i	i	i	i	i	i	-9.1	i	i	i	i
- CC(/C=N/N1CCN(c2ccc(C)cc2)CC1)=C\c1ccccc1
  i	i	i	i	i	i	-9.1	i	i	i	i
- COc1ccc(-c2cc(=O)n(CCC#N)[nH]2)cc1
  i	i	i	i	i	i	-8.6	i	i	i	i
- Cc1ccc(/C=C/C(=O)Nc2cc(S(N)(=O)=O)ccc2O)cc1
  i	i	i	i	i	i	-14.5	i	i	i	i
- O=C(O)c1ccc2c(c1)C(=O)N(c1cccc3ccccc13)C2=O
  i	i	i	i	i	i	-6.2	i	i	i	i
- Cc1cc(CNC(=O)Cc2ccc(F)cc2)c2ccccc2n1
  i	i	i	i	i	i	-8.6	i	i	i	i
- O=C(CNCc1ccc(Cl)cc1)Nc1ccc(C(=O)N2CCCCCC2)cc1
  i	i	i	i	i	i	-5.8	i	i	i	i
- CCCS(=O)(=O)c1nc(S(=O)(=O)c2ccc(C)cc2)c(N2CCCC2)s1
  i	i	i	i	i	i	-2.4	i	i	i	i
- COC(=O)c1cccc(NC(=O)CC2NCCNC2=O)c1 (centres undefined)
  i	i	i	i	i	i	-2.8	i	i	i	i
- Cc1cc(Cl)c(S(=O)(=O)Nc2ccon2)cc1OCC(=O)NC1CCCCC1
  i	i	i	i	i	i	-10.5	i	i	i	i
- N#Cc1ccccc1NC(=O)CNc1ccccc1N1CCCCC1
  i	i	i	i	i	i	-14.7	i	i	i	i
- COc1cc2ncnc(NCc3ccc4c(c3)OCO4)c2cc1OC
  i	i	i	i	i	i	-2.7	i	i	i	i
- CCOC(=O)c1c(C)n(OCc2ccccc2)c2ccc3nonc3c12
  i	i	i	i	i	i	-10.7	i	i	i	i
- COc1ccc(OC)c(NC(=S)NCCN2CCOCC2)c1
  i	i	i	i	i	i	-8.0	i	i	i	i
- COc1ccc(N2CCN(CCCNC(=O)C3CCCN(S(=O)(=O)c4cnc[nH]4)C3)CC2)cc1 (centres undefined)
  i	i	i	i	i	i	-6.0	i	i	i	i
- CCCc1cc(=O)n2[nH]c(C(F)(F)F)nc2n1
  i	i	i	i	i	i	-9.6	i	i	i	i
- Cc1cc(NC(=O)COC(=O)C2CC(=O)N(c3ccc(Br)cc3)C2)no1 (centres undefined)
  i	i	i	i	i	i	-5.1	i	i	i	i
- O=C(Nc1ccc2c(c1)C(=O)OC2)c1ccc(F)cc1F
  i	i	i	i	i	i	-6.8	i	i	i	i

# More compounds
# Fields – KCNQ1 act	KCNQ1 block	KCNK9 inh	KCNK3 inh	TMEM16A inh	RGS4 block	hERG protect	MrgX1 agonist	RGS4 act	MrgX1 PAM	TMEM16A act
- Cc1cc(=O)oc2cc(OCC(=O)N3CCCc4ccccc43)ccc12
  i	i	i	i	i	i	-5.2	i	i	i	i
- CC(Cc1n[nH]c(=S)n1N)c1ccccc1 (centres undefined)
  i	i	i	i	i	i	-4.5	i	i	i	i
- Cc1c(NC(=O)c2ccc(-c3ccccc3)cc2)cccc1C(=O)O
  i	i	i	i	i	i	-9.3	i	i	i	i
- CSC(=NS(=O)(=O)c1ccccc1)SC
  i	i	i	i	i	i	-4.8	i	i	i	i
- CN(C)CCN1C(=O)c2oc3ccccc3c(=O)c2C1c1cccc(Br)c1 (centres undefined)
  i	i	i	i	i	i	-15.6	i	i	i	i
- CC1(C(=O)NCc2cc(F)cc(C(F)(F)F)c2)C=CC2(CCCCC2)N1C(=O)c1ccccc1 (centres undefined)
  nt	nt	nt	i	i	nt	nt	i	nt	i	i
- Cc1cc(C)c(S(=O)(=O)N2CCOC2CNC(=O)C(=O)NCc2ccccn2)c(C)c1 (centres undefined)
  i	i	i	i	i	i	-0.7	i	i	i	i
- N#Cc1c(NC(=O)c2ccco2)sc2c1CCC2
  i	i	i	i	i	i	-0.9	i	i	i	i
- Cn1c(=O)c2c(-c3ccccc3)n(-n3cnnc3)cc2n(C)c1=O
  i	i	i	i	i	5.43*	-2.3	i	i	i	i
- Cc1c(CCO)c(=O)[nH]n1C(=O)c1ccc(F)cc1
  i	i	i	i	i	i	-12.2	i	i	i	i
- COc1ccc(NC(=O)c2cc(S(=O)(=O)N3CCOCC3)cs2)cc1
  i	i	i	i	i	i	-6.5	i	i	i	i
- CCOc1ccc(CN2CCC(n3nccc3NC(=O)C3CC3)CC2)cc1CO
  i	i	i	i	i	i	-8.2	i	i	i	i
- CCC(C)(C(=O)NC1CCCCC1)N(Cc1cccs1)C(=O)c1ccc(=O)[nH]c1 (centres undefined)
  i	i	i	i	i	i	-8.1	i	i	i	i
- CCOc1ccc(CCNC(=O)C2CC(=O)N(C3CCCC3)C2)cc1OCC (centres undefined)
  i	i	i	i	i	i	-7.8	i	i	i	i
- CCOc1ccc(C(=O)c2nc3c(n2O)CCCC3)cc1
  i	i	i	i	i	i	-0.8	i	i	i	i
- CN1CCN(/C=N/c2sc3c(c2C#N)CCCCC3)CC1
  i	i	i	i	i	i	-9.7	i	i	i	i
- Cc1ccnc(NC(=O)CCC(=O)N(CC(=O)NCc2ccccc2)Cc2ccco2)c1
  i	i	i	i	i	i	-6.0	i	i	i	i
- COCc1ccc(CN2CCc3c([nH]c4ccccc34)C2CC(C)C)o1 (centres undefined)
  i	i	i	i	i	i	-9.7	i	i	i	i
- O=C(COc1cccc2ccccc12)NNC(=O)[C@@H]1CCCC[C@@H]1C(=O)O
  i	i	i	i	i	i	-12.6	i	i	i	i
- COc1ccc(-n2nnnc2SCC(=O)c2cccc(OC)c2)cc1
  i	i	i	i	i	i	-6.4	i	i	i	i

# Further records
# Fields – KCNQ1 act	KCNQ1 block	KCNK9 inh	KCNK3 inh	TMEM16A inh	RGS4 block	hERG protect	MrgX1 agonist	RGS4 act	MrgX1 PAM	TMEM16A act
- O=C(CCCn1c(=O)c2cccn2c2cccnc21)NCCc1ccc(Cl)cc1
  i	i	i	i	i	i	-1.2	i	i	i	i
- N#C/C(=C\c1ccco1)C(=O)Nn1cnnc1
  i	i	i	i	i	i	-2.7	i	i	i	i
- Cc1c(Br)c([N+](=O)[O-])nn1CC(=O)Nc1ccc(C(N)=O)cc1
  i	i	i	i	i	i	-15.6	i	i	i	i
- O=C(COC(=O)c1ccccc1Br)Nc1ccc(F)cc1
  i	i	i	i	i	i	-5.0	i	i	i	i
- CN(C)C(=O)c1nc2ccc(Cl)cn2c1CN1CCCC(OCc2cccnc2)C1 (centres undefined)
  i	i	i	i	i	i	-7.7	i	i	i	i
